All columns: NCI-60 one-dose screen, growth in % after 48 h at 10 µM unless noted; 100 = growth as untreated, 0 = no growth, -100 = all killed.
OVCAR-5: OVCAR-5 ovarian cancer | hit rate 2.9% among 82,000 | AID 1794783
DU-145: DU-145 prostate cancer. AID 1794760. hit rate 4.2% among 81,000
IGROV1: IGROV1 ovarian cancer; AID 1794786; hit rate 4.7% among 79,000
NCI/ADR-RES: NCI/ADR-RES ovarian cells. AID 1794790. hit rate 4.4% among 81,000
OVCAR-3: OVCAR-3 ovarian cancer | hit rate 7% among 79,000
SK-OV-3: SK-OV-3 ovarian cancer cells | hit rate 3.2% among 80,000
OVCAR-4: OVCAR-4 ovarian cancer cells. hit rate 3.7% among 80,000
OVCAR-8: OVCAR-8 ovarian cancer. hit rate 4.4% among 81,000
An asterisk follows results filed as active; / = not tested or not shown; & = joins results of further samples. Rule for the calls: active = growth percent below 10; inactive = the rest.

SMILES	OVCAR-5	DU-145	IGROV1	NCI/ADR-RES	OVCAR-3	SK-OV-3	OVCAR-4	OVCAR-8
CC(C)=CC/C=C(/C)[C@H]1CC[C@]2(C)[C@@H]1CC[C@@H]1[C@@]3(C)C/C(=C/c4cccc([N+](=O)[O-])c4)C(=O)C(C)(C)[C@@H]3CC[C@]12C	97	105	100	104	110	103	97	101
COc1ccc(C(=O)C(C)(CN(C)C)c2ccccc2)cc1 (stereo not drawn)	105	122	100	109	108	107	86	100
Cc1cccc(Cc2cnc(NC(=O)c3cc(C)oc3C)s2)c1	57	67	62	59	80	80	61	69
Cc1cc(C)nc(NS(=O)(=O)c2ccc(Nc3nc(-c4ccc(O)cc4O)c4c(=O)[nH]c(Nc5cccc(Cl)c5)nc4n3)cc2)n1	116	133	77	107	137	130	106	74
CCN(CC)CCCCCNc1cc(OC(=O)c2ccc(Cl)cc2)cc2cccnc12	118	114	161	95	79	119	40	88
COc1ccc(C)cc1C(=O)C[n+]1ccccc1	103	110	106	104	103	109	101	103
COc1ccc(CC(=O)OCCCl)cc1	106	109	/	108	108	113	100	113
Cc1ccc(-c2cc(-c3ccccc3C)[nH]c(=O)c2C#N)s1	93	104	80	97	94	111	85	95
Nc1ccc2c(c1)/C(=C/c1cccnc1)c1ccccc1-2	91	118	77	92	104	113	94	91
CC(OC(=O)Nc1ccccc1)C(=O)OCCCl (stereo not drawn)	106	115	100	111	110	116	108	98
CC(=O)C1(c2ccccc2)Oc2ccccc2-n2c(C#N)c3ccccc3c2C1=O (stereo not drawn)	102	108	93	87	95	92	97	97
O=[N+]([O-])c1cc(Cl)c2[nH]c3c(Cl)cc([N+](=O)[O-])cc3c2c1	9.1*	23	9.1*	6.8*	17	-12*	-25*	-2.3*
O=C(Nc1[nH]c(=O)ncc1F)c1ccc([N+](=O)[O-])cc1	108	114	118	101	109	101	113	108
COc1ccc(/C=C/c2c(C(N)=O)c(C)nc3ccccc23)cc1	100	109	92	101	98	89	102	98
C[C@]12CC[C@@H]3c4ccc(OCC(=O)O)cc4CC[C@H]3[C@@H]1CCC2=O	107	109	107	96	101	115	96	109
Cc1c2c(c(C)c3c1oc1ccc(O)cc13)C(=O)N(CCN1CCCCC1)C2=O	107	102	99	98	109	107	117	91
C/C(=N\NC(=O)c1ccccc1N)c1ccccc1O	52	46	36	27	12	58	6.7*	18
COc1cccc2nc(Nc3cccc(NC(=O)c4cc(-n5cnc(C)c5)cc(C(F)(F)F)c4)c3)ccc12	118	56	66	59	86	93	51	52
Cc1ccc(S(=O)(=O)N/N=C(/c2ccccc2)c2cccs2)cc1	115	108	118	105	102	103	99	102
O=C1[C@H]2Cc3c([nH]c4ccccc34)[C@@H](c3ccc(Cl)cc3)N2C(=O)CN1C1CCN(Cc2c(Cl)cccc2Cl)CC1	98	90	-44*	82	100	108	87	89
CC1=NN(c2ccccc2)C(=O)C1O (stereo not drawn)	118	98	107	98	98	96	89	99
Cc1nc(/N=C(/N)N(C)C)[nH]c(=O)c1C	106	113	122	65	108	103	104	104
COc1ccc(/C=C2/SC(N3CCN(c4cccc(Cl)c4)CC3)=NC2=O)cc1OC	102	106	96	101	106	105	94	100
CCc1ccc(C2=NN(c3ccc(S(N)(=O)=O)cc3)C(c3ccc(N(C)C)cc3)C2)cc1 (stereo not drawn)	96	102	85	97	101	92	90	95
COCC(Cl)/C(N)=N\S(=O)(=O)c1c(C)cc(Cl)cc1Cl (stereo not drawn)	106	107	107	107	106	102	101	99
SMILES	OVCAR-5	DU-145	IGROV1	NCI/ADR-RES	OVCAR-3	SK-OV-3	OVCAR-4	OVCAR-8
Cc1[nH]c(=S)[nH]c(=O)c1S(=O)(=O)Nc1ccc(Cl)cc1	99	105	62	97	103	85	97	94
CCOC(=O)c1ccc(/C=C/c2ccccc2)cc1	91	96	86	89	95	117	89	105
O=c1cc(-c2ccccc2)oc2cc(OCCCNCc3ccccc3)cc(O)c12	76	13	9.5*	-78*	16	30	-16*	-90*
CCOC(=O)c1c(C)nn(CC(O)c2ccccc2)c1NC(=O)Nc1cccc(C(F)(F)F)c1 (stereo not drawn)	80	86	73	76	71	75	65	79
N#Cc1c(-c2ccccc2)nc(SCc2nc3cc(Cl)c(Cl)cc3[nH]2)[nH]c1=O	96	121	95	105	103	85	121	104
O=C(O)c1c(-c2ccc(F)cc2)c(=O)[nH]c2ccccc12	92	114	92	92	110	119	106	95
Cc1cc(C)c(N)cc1C	109&94	109&114	111	104&97	103&117	100&86	115&90	96&93
Cc1ccc(C2=NN3C(C2)c2ccccc2OC3c2ccc3noc(-c4ccc(C)cc4)c3c2)cc1 (stereo not drawn)	106	110	100	106	/	98	112	108
O=C1CCC(=O)O1	115	107	116	106	106	89	104	103
COc1cc(-c2nc3sc(C4CC4)nn3c2-c2ccc(Cl)cc2)cc(OC)c1OC	99	104	99	93	99	102	86	97
O=C(N/N=C/c1ccccc1Cl)c1ccccc1Nc1ccnc(C(F)(F)F)c1	6.6*	29	9.8*	4.0*	3.4*	-8.5*	-2.0*	7.6*
O=C1Cc2cc(-c3ccc4ncnc(N5CCc6cc(F)c(Cl)cc65)c4c3)cnc2N1	86	86	46	92	90	94	97	88
O=C(NCc1ccc(N2CCCC2=O)cc1)c1ccc2noc(-c3ccccc3)c2c1	89	91	64	60	57	89	56	74
CCCCCCOC(=O)Nc1ccc(OCC)cc1	103	107	104	96	105	98	101	115
CN1/C(=C\C=C\C2=[N+](C)c3ccccc3C2(C)C)C(C)(C)c2ccccc21	21	25	2.4*	14	2.1*	-2.7*	11	1.3*
CCN1C(=O)N(CC)C2C1NN=c1s/c(=C3\C(=O)N(CC(C)(C)C)c4ccccc43)c(=O)n12 (stereo not drawn)	51	6.1*	24	11	-18*	/	28	33
O=C(O)COc1cccc2ccccc12	113	113	115	113	117	121	/	112
CN(C)/C=C1\CC(C(=O)NCc2ccc(Cl)cc2Cl)NC1=O (stereo not drawn)	104	104	100	98	107	103	107	95
Clc1ccc(-c2cc(-c3cc(-c4ccc(Cl)c(Cl)c4)n[nH]3)[nH]n2)cc1Cl	90	105	98	104	113	101	106	109
COC(=O)CCc1ccc(N)cc1	96	114	118	117	107	88	105	102
COc1ccc(NC2=C(Br)C(=O)C(C)=C(C)C2=O)cc1OC	121	109	86	97	107	84	14	96
COc1ccc(C2=NN(C(=O)c3cc(OC)c(OC)c(OC)c3)C(c3ccc(C#N)cc3)C2)cc1OC (stereo not drawn)	59	5.7*	13	2.9*	-48*	20	62	33
c1ccc(CCc2ccncc2)nc1	101	114	113	103	112	105	/	90
N#C/C(=C/C=C/c1cccc(Cl)c1)S(=O)c1ccccc1 (stereo not drawn)	-45*	-93*	-26*	7.8*	-86*	20	-53*	-2.5*
c1ccc2c(c1)nc1n2CCC1	108	123	123	106	111	100	112	101

Some of these compounds in order of SMILES length, smallest number first.
SMILES	OVCAR-5	DU-145	IGROV1	NCI/ADR-RES	OVCAR-3	SK-OV-3	OVCAR-4	OVCAR-8
c1ccc(CCc2ccncc2)nc1	101	114	113	103	112	105	/	90
COc1cc(-c2nc3sc(C4CC4)nn3c2-c2ccc(Cl)cc2)cc(OC)c1OC	99	104	99	93	99	102	86	97
O=C1Cc2cc(-c3ccc4ncnc(N5CCc6cc(F)c(Cl)cc65)c4c3)cnc2N1	86	86	46	92	90	94	97	88

Following part.
SMILES	OVCAR-5	DU-145	IGROV1	NCI/ADR-RES	OVCAR-3	SK-OV-3	OVCAR-4	OVCAR-8
CCC(C)COC(=O)c1ccc([N+](=O)[O-])cc1 (stereo not drawn)	114	105	110	104	105	114	115	101
Cc1cc(C)c(N)c(Br)c1	78&101	109&122	98&97	69&113	97&117	96&102	89&107	106&123
CCOC(=O)c1c2c(n3ccc(NC(=O)CCN4CCCCC4)cc13)C(=O)c1ncccc1C2=O	-59*	-94*	35	37	-11*	26	-14*	-27*
CCC(C)[C@@H]1NC(=O)[C@@H]2CCCN2C(=O)[C@H](Cc2cc3ccccc3[nH]2)NC(=O)[C@@H]2CCCN2C(=O)[C@H](C(C)C)NC(=O)[C@H](Cc2ccccc2)NC(=O)[C@H](CO)NC1=O (stereo partly drawn)	93	103	83	95	108	92	105	92
Cc1ccc2nc(N)[nH]c2c1	121	106	113	99	103	100	104	99
COc1ccc(-c2cc(C(=O)N=Nc3c(O)n(Cc4ccccc4)c4ccccc34)no2)cc1	100	114	100	102	114	108	97	100
CCN1CCN(c2ccc(Nc3ncnc4c3nnn4CCc3cc(OC)cc(OC)c3)cc2)CC1	87	104	111	92	99	101	87	87
N=C1SCC(=O)N1c1ccc(NC(=O)c2ccccc2-c2ccccc2C(=O)O)cc1	105	104	105	114	112	104	/	103
COc1cccc(NC(N)=O)c1	93	109	93	94	105	95	101	97
CCOC(=O)c1c(NC(=O)c2ccc(C(F)(F)F)cc2)sc2c3c(ccc12)OCN(C)C3	54	22	42	52	2.2*	94	82	-48*
Cn1c(C(N)=O)cc2c1-c1nc(Nc3ccccc3)ncc1CCC2	36	55	25	66	64	40	33	51
CC(=O)Cc1nsc(NC(=O)c2ccoc2COc2ccccc2)n1	94	106	96	99	111	111	103	103
Cc1cc(Nc2ncnc3ccccc23)n[nH]1	105	123	97	112	111	115	100	102
O=C(NCCO)c1cccnc1	103	109	100	96	111	97	110	102
Cc1ccc(-c2cc(C(=O)N3N=C(c4ccc(N)cc4)CC3c3ccc(Cl)cc3)c3ccccc3n2)cc1 (stereo not drawn)	75	19	47	22	15	34	69	26
CC(C)CNNCC(C)C	107	111	119	103	121	102	112	110
CN(C)c1cccc2c(S(=O)(=O)Nc3cccc(-c4csc(NC(=O)CCCCCN5CCN(c6cc7c(cc6F)C(=O)N(C6CCC(=O)NC6=O)C7=O)CC5)n4)c3)cccc12 (stereo not drawn)	105	97	96	98	100	87	67	95
CC(=O)n1nc(C(=O)OC(C)C)c2cc(F)c(F)cc21	113	109	106	100	113	102	99	96
Clc1cccc(Nc2ncnc3ccc(-c4cnc5[nH]ncc5c4)cc23)c1	63	65	23	85	75	83	74	90
O=C1/C=C/[C@@H](O)[C@@H]2C[C@@H](O)C[C@H]2/C=C/CCC[C@H]([C@@H](O)CO)O1	99	135	98	90	87	92	73	82
N#Cc1c(-c2ccccc2)cc(-c2ccccc2)n(CCC(=O)Nc2ccccc2N)c1=O	106	112	86	103	109	99	102	90
O=S(=O)(NCCCNc1cc(-c2c(-c3cccc(O)c3)nc3sccn23)ccn1)c1cccc(Cl)c1	107	56	41	77	33	49	35	17
CN1CCN(Cc2ccc(NC(=O)c3cncc(C#Cc4ncc5ccccn45)c3)cc2C(F)(F)F)CC1	33	-4.3*	18	28	37	20	7.9*	25
C=CCN1C(=O)c2cccc3c(NCCO)ccc(c23)C1=O	101	103	94	97	103	106	97	103
COc1ccccc1N1CCN(C2=C(Cl)C(=O)c3ncccc3C2=O)CC1	114	48	86	82	/	91	86	91
SMILES	OVCAR-5	DU-145	IGROV1	NCI/ADR-RES	OVCAR-3	SK-OV-3	OVCAR-4	OVCAR-8
N#Cc1c(-c2ccc(Cl)cc2)nc(NN=Cc2ccc[nH]2)nc1N1CCOCC1	100	84	68	84	46	85	73	85
O=C(C=C(c1ccccc1)c1ccccc1)Oc1ccccc1	105	114	/	98	101	/	/	101
Cc1cc(=O)[nH]c2c(C#N)cnn12	98	104	97	102	101	106	111	99
N#Cc1c(-c2ccc(Cl)cc2)nc(NN=Cc2cccc(Cl)c2)nc1N1CCOCC1	103	76	75	89	87	111	94	97
c1ccc2c(c1)ncn2-c1ccnc(NC2CCOC2)n1 (stereo not drawn)	82	106	104	103	100	110	91	/
CCCCCCCC/C=C\CCCCCCCC(=O)Oc1cccc2cccnc12	104	78	85	99	-2.3*	112	128	90
Cc1ccc(-c2nc(N(C)CC(O)C(O)C(O)C(O)CO)c3oc(-c4ccc(C)cc4)nc3n2)cc1 (stereo not drawn)	101	103	84	103	99	101	103	103
CC(C)C[C@H](NC(=O)[C@@H]1CSSC[C@@H]2NC(=O)[C@H](CC(C)C)NC(=O)[C@H](CCC(=O)O)NC(=O)[C@@H](NC(=O)[C@H](CC(=O)O)NC(=O)[C@H](CC(=O)O)NC(=O)[C@@H](N)CC(N)=O)CSSC[C@H](NC(=O)[C@H](C)NC(=O)[C@H](C(C)C)NC(=O)[C@H](CC(N)=O)NC(=O)[C@H](C(C)C)NC2=O)C(=O)N[C@@H]([C@@H](C)O)C(=O)NCC(=O)N1)C(=O)O	110	102	108	108	106	99	111	98
CCOC(=O)C(CC)n1c(=O)c2cc(OC)c(OC)cc2c2cnc3[nH]ccc3c21 (stereo not drawn)	64	79	20	73	76	59	93	80
CC1(C)C(=O)/C(=C\O)C[C@]2(C)[C@H]3C(=O)C=C4[C@@H]5C[C@@](C)(C(=O)O)CC[C@]5(C)CC[C@@]4(C)[C@]3(C)CC[C@@H]12	110	106	104	111	108	112	107	106

5 consecutive entries out of the list so far:
SMILES	OVCAR-5	DU-145	IGROV1	NCI/ADR-RES	OVCAR-3	SK-OV-3	OVCAR-4	OVCAR-8
N#Cc1c(-c2ccc(Cl)cc2)nc(NN=Cc2ccc[nH]2)nc1N1CCOCC1	100	84	68	84	46	85	73	85
O=C(C=C(c1ccccc1)c1ccccc1)Oc1ccccc1	105	114	/	98	101	/	/	101
Cc1cc(=O)[nH]c2c(C#N)cnn12	98	104	97	102	101	106	111	99
N#Cc1c(-c2ccc(Cl)cc2)nc(NN=Cc2cccc(Cl)c2)nc1N1CCOCC1	103	76	75	89	87	111	94	97
c1ccc2c(c1)ncn2-c1ccnc(NC2CCOC2)n1 (stereo not drawn)	82	106	104	103	100	110	91	/

From PubChem BioAssay
